EphA4 KYL inhibition: inhibitors of EphA4 binding to KYL peptide, primary screen, biochemical, colorimetric, mouse EphA4 (AID 689); EphA4-AP binding to KYL peptide, pNPP A405; higher % means a stronger effect; inhibition, % at 10 µM; hits with a dose series show IC50 in µM; actives 0.1% (n = 62,000); in the data active = a potency from the dose series; inactive = the rest, 99 in 100 with inhibition below about 22%
* hit, by the source's call. Some of the compounds tested, so the mix of outcomes need not match the whole.

SMILES | EphA4 KYL inhibition
NC(=O)COc1ccccc1/C=C1/SC(=O)N(CC(=O)N2CCc3ccccc3C2)C1=O | -10%
COc1ccc(S(=O)(=O)Nc2ccc(C)cc2)cc1N(C)S(=O)(=O)c1ccc(Cl)cc1 | 3%
Cc1ccc(C(=O)O/N=C(\N)c2ccc(Br)cc2)cc1 | -13%
O=C(COc1ccc(Br)cc1CO)Nc1ccccc1 | -7%
Cc1nc2n(n1)CC(O)CS2 (stereo not drawn) | -2%
COc1ccc(Cl)cc1C(=O)Nc1ccc(Br)cc1 | -8%
Cc1ccc(-c2ccccc2)n1-c1ccc(O)cc1 | 0%
CC(CC(=O)Nc1ccc(Br)cc1)c1ccccc1 (stereo not drawn) | -7%
Cc1ccc(-n2nnnc2SCC(=O)NC(=O)Nc2ccc3c(c2)OCCO3)cc1 | -11%
Cc1cc(C)c2oc(-c3ccc(NC(=O)c4ccccc4[N+](=O)[O-])cc3)nc2c1 | -2%
CN1CCN(C(=O)c2ccccc2-c2ccccc2C(=O)O)CC1 | -2%
CCC(C)NC(=O)CSc1nc2ccccc2c(=O)n1CCCC(=O)NCC1CCCO1 (stereo not drawn) | -9%
COc1ccccc1NC(=O)/C(=C\c1cccs1)NC(=O)c1ccccc1 | 14%
Cc1ccc(N2C(=O)c3n[nH]c(C)c3C2c2cccnc2)cc1 (stereo not drawn) | -11%
CC1(C)Cc2cccc(OCC(=O)Nc3ccccc3N3CCOCC3)c2O1 | -4%
C/C(Cl)=C\Cn1c(Nc2ccccc2)nc2c1c(=O)n(C)c(=O)n2C | -17%
Cc1cc(-c2nnc3sc(-c4ccc(Cl)cc4Cl)nn23)n[nH]1 | -3%
CCOC(=O)/C(C#N)=C\c1c(C)cc(C)c(COC)c1C | -11%
COCCN(Cc1cc2cccc(C)c2n2nnnc12)C(=O)C(F)(F)F | 4%
CCNC(=O)C(=O)Nc1cc(Cl)ccc1C | -3%
COc1ccc(-c2nc(CS(=O)CC(=O)NCCCN3CCCC3)c(C)o2)cc1OC (stereo not drawn) | 10%
N#Cc1c(C(F)(F)F)cc(-c2ccco2)nc1SCc1ccncc1 | -4%
OCCN(CC(O)Cn1ccc2ccccc21)CC(O)Cn1ccc2ccccc21 (stereo not drawn) | -8%
Cc1cc2n(n1)C(c1ccco1)Nc1ccccc1-2 (stereo not drawn) | -26%
Cc1cc(C(=O)CSc2nnc(NCc3ccccc3)s2)c(C)n1C | -10%
CCOC(=O)CC(=O)CSc1nc2c(cc1C#N)CCCCCC2 | 5%
CC(=O)c1c(N2CCN(Cc3ccccc3)CC2)[nH]c(-c2ccccc2)nc1=S | -2%
O=C1C2(CCC13COC(c1ccc(O)cc1)OC3)COC(c1ccc(O)cc1)OC2 (stereo not drawn) | -9%
CC(=O)Nc1nc(C(=O)Nc2c(C)n[nH]c2C)cs1 | 8%
COc1ccc(CCNc2cc(N3CCOCC3)ccc2[N+](=O)[O-])cc1OC | -8%
COc1ccc(OC)c(C2NC(=O)NC(C)=C2C(=O)Nc2ccccc2C)c1 (stereo not drawn) | -7%
O=C(NCCCN1CCOCC1)C1CCC(=O)N1C1CCCCC1 (stereo not drawn) | -11%
Cc1ccc2nc3c(cc(C(=O)NCc4cccnc4)c(=N)n3C(C)C)c(=O)n2c1 | -16%
Nc1c(C(=O)NC2CCCCC2)nsc1C(=O)OCC(=O)NC1CCCCC1 | -3%
CCc1ccc(N/C(SC)=C(/C#N)C(N)=O)cc1 | 1%
O=C(Nc1ccncc1)Nc1ccccn1 | -17%
COC(=O)c1ccc2c(c1)NC(=O)C(N1CCOCC1)S2 (stereo not drawn) | -13%
CCCC(C)C(=O)Nc1nc(C)c(-c2csc(Nc3cc(OC)ccc3OC)n2)s1 (stereo not drawn) | 0%
CCOC(=O)CN(C(=O)CSc1nnc(CNc2ccc(C)cc2C)n1CC)c1ccccc1 | 3%
Cc1cc(C)nc(SCCN2CCOCC2)n1 | -18%

The final six records of the part above come first, to join the parts.
SMILES | EphA4 KYL inhibition
CCc1ccc(N/C(SC)=C(/C#N)C(N)=O)cc1 | 1%
O=C(Nc1ccncc1)Nc1ccccn1 | -17%
COC(=O)c1ccc2c(c1)NC(=O)C(N1CCOCC1)S2 (stereo not drawn) | -13%
CCCC(C)C(=O)Nc1nc(C)c(-c2csc(Nc3cc(OC)ccc3OC)n2)s1 (stereo not drawn) | 0%
CCOC(=O)CN(C(=O)CSc1nnc(CNc2ccc(C)cc2C)n1CC)c1ccccc1 | 3%
Cc1cc(C)nc(SCCN2CCOCC2)n1 | -18%
O=[N+]([O-])c1cccnc1N1CCC(c2cc(-c3ccc(Cl)cc3)n[nH]2)CC1 | -2%
O=C(CSc1ncc(-c2ccc(F)cc2)[nH]1)NCc1ccco1 | -13%
Cc1ccc(OCC(=O)Nc2cccc(Cl)c2Cl)c(Br)c1 | 3%
Cc1cccc(C(CC(=O)N2CCCC2)c2ccccc2)c1O (stereo not drawn) | -6%
Cc1cccnc1NC(=S)NC(=O)c1cncc(Br)c1 | -4%
COc1ccc(C(=O)CSc2ncn[nH]2)cc1OC | -8%
CCOc1ccc2sc(C=NCCc3ccccc3)c(O)c2c1 | -9%
O=C(OCCN1C(=O)c2ccccc2C1=O)c1cccc(OC(F)F)c1 | -14%
O=C(/C=C/c1ccc(NC(=O)c2cccs2)cc1)c1ccco1 | -6%
CCc1ccc(Nc2cc(C(=O)NCCCN3CCOCC3)c3ccccc3n2)cc1 | -2%
O=C(NCCCN1CCOCC1)c1cccc(Cl)c1 | -2%
O=C(NCCNc1ccc([N+](=O)[O-])cc1)c1ccccc1F | 1%
Cc1cc(Cl)ccc1OCC(=O)N/N=C1\CCCc2ccccc21 | -14%
O=C(OC1CCOC1=O)c1ccc(-c2nc3ccccc3s2)s1 (stereo not drawn) | -4%
COc1ccc(NC(=O)c2ccc(OC(C)=O)cc2)cc1O | 19%
CCN1C(=O)/C(=C\c2ccc(OCc3ccccc3Cl)cc2)SC1=S | 2%
O=C(O)c1cccc(CN2C(=O)CSC2=O)c1 | -1%
CCC1(C)Cc2c(sc(NC(=O)CCC(=O)O)c2C#N)CO1 (stereo not drawn) | -12%
CCOc1ccc(C(C)=O)cc1CSc1nnc(-c2ccoc2C)n1N | -6%
CCCc1cc(=O)[nH]c(-n2[nH]c3c(c2=O)CCCC3)n1 | 7%
Cc1ccccc1NS(=O)(=O)c1cc(C(=O)N2CCc3ccccc3C2)ccc1C | -2%
CCOC(=O)c1ccc(NC(=O)CSc2nnc(C)n2-c2ccccc2)cc1 | -10%
COC(=O)C1=C(C)NC(C)=C(C(=O)OC)C1c1cc2ccc(C)cc2[nH]c1=O | -1%
CC1CCCCN1S(=O)(=O)c1coc(C(N)=O)c1 (stereo not drawn) | -6%
CC1Cc2ccccc2N1C(=O)c1ccc2snnc2c1 (stereo not drawn) | -2%
Cc1ccsc1C(=O)N(c1nc2ccccc2s1)c1c(C)cccc1C | -19%
Cc1ccc(S(=O)(=O)Cc2ccc(C(=O)N3CCN(c4ccccn4)CC3)o2)cc1 | -4%
O=Nc1c2nc3ccccc3n(O)c-2c2ccccc12 | 14%
CCOC(=O)N1CCN(C(=O)CN(C2CCCCC2)S(=O)(=O)c2ccc(Cl)cc2)CC1 | -1%
O=C(c1ccc2c(c1)OCO2)N(CC1CCCO1)C1(C(=O)NC2CCCCC2)CCCCC1 (stereo not drawn) | 6%
O=C1CN=C(Nc2ccccc2Cl)N1c1ccccc1 | 17%
CCOc1ccc(NC(=O)CCN2CCN(S(=O)(=O)c3ccc(OC)cc3)CC2)cc1 | -12%
Fc1ccc(N2N=C(c3cccs3)CC2c2ccco2)c(F)c1 (stereo not drawn) | -2%
O=C(NCCc1ccccc1)C1CCN(S(=O)(=O)c2cccs2)CC1 | -7%
COC(=O)Cc1ccc2c3ccccc3n(C)c2c1 | -11%
Cc1ccc(-c2nnc(SCC(=O)Nc3ccc(N4CCOCC4)cc3)o2)cc1 | -6%
CCOC(=O)c1ccc(N2Cc3ccccc3C2=N)cc1 | 9%
O=C(NNC(=O)c1ccccc1Br)c1ccc(SCC2CCCO2)c([N+](=O)[O-])c1 (stereo not drawn) | -14%
CCO/C(C)=N/n1c2nc3ccccc3nc2c2c(=O)n(C3CCCC3)c(C)nc21 | -10%
COc1ccc(S(=O)(=O)Nc2ccc(S(=O)(=O)N3CCCC3)cc2)cc1 | -12%
COc1ccc(CNCCC(c2ccccc2)c2ccc3c(c2)OCO3)cc1 (stereo not drawn) | 0%
Cc1ccc(-n2c(N)c(C(N)=O)sc2=S)cc1 | 5%
O=C(Nc1ccc2nc(-c3ccc(Br)o3)[nH]c2c1)c1cccs1 | -1%
Cc1cc(C)c(S(=O)(=O)c2ccccc2)c(OC(=O)c2c(Cl)cc(Cl)cc2Cl)n1 | 8%
CCOC(=O)N1CCC(N2C(=O)c3cc(C(=O)NC4CCCCC4)ccc3C2O)CC1 (stereo not drawn) | -11%
CC(=O)c1ccc(NC(=O)c2cc3nc(-c4ccc(Br)cc4)cc(C(F)(F)F)n3n2)cc1 | -3%
COc1ccc(C2=NN(C(=O)CCC(=O)O)C(c3ccc([N+](=O)[O-])cc3)C2)cc1 (stereo not drawn) | 4%
CCn1c(SCC(=O)N2CCCc3ccccc32)nc2c1c(=O)n(C)c(=O)n2C | -14%
CCSc1nnc(NC(=O)c2cc(C)nc3ccccc23)s1 | -8%
COc1nnc(-c2ccc(N3CCOCC3)c(NC(=O)c3ccccc3)c2)c2ccccc12 | -10%
Cc1nc(SCC(=O)N2CCN(c3ccccc3)CC2)c2oc3ccccc3c2n1 | -10%
CCC(=O)Nc1c(C(=O)Nc2cccc(OC)c2)oc2ccccc12 | -31%
CCOc1ccc(C2CC(c3ccccc3C)n3ncnc3N2)cc1 (stereo not drawn) | 7%
CN(C)c1ccnc2sc(C(N)=O)c(N)c12 | -10%
COc1ccc(OC)c(NC(=O)C2=C(C)Nc3ncnn3C2c2cccs2)c1 (stereo not drawn) | -2%
CCOC(=O)c1c(C)n(C)c2ccc(OCC(O)CN3CCCCCC3)cc12 (stereo not drawn) | -4%
C/C(N)=C(/C#N)C(=O)CSc1nnc(NC(C)C)s1 | 34%
CCN(CC)C(=O)COc1ccc(CC(=O)O)cc1OC | -3%
COC(=O)C1=C(C)NC2=C(C(=O)c3ccccc32)C1c1cc2c(cc1Cl)OCO2 (stereo not drawn) | -3%
CN1CCCN(S(=O)(=O)c2ccc3c(c2)OCCO3)CC1 | -5%

Random excerpt: five records from the list, in no set order.
SMILES | EphA4 KYL inhibition
COC(=O)C1=C(C)NC2=C(C(=O)c3ccccc32)C1c1cc2c(cc1Cl)OCO2 (stereo not drawn) | -3%
Cc1nc(SCC(=O)N2CCN(c3ccccc3)CC2)c2oc3ccccc3c2n1 | -10%
CCC(=O)Nc1c(C(=O)Nc2cccc(OC)c2)oc2ccccc12 | -31%
CN1CCCN(S(=O)(=O)c2ccc3c(c2)OCCO3)CC1 | -5%
Cc1cc(C)c(S(=O)(=O)c2ccccc2)c(OC(=O)c2c(Cl)cc(Cl)cc2Cl)n1 | 8%

(next part)
SMILES | EphA4 KYL inhibition
CCc1ccc(CNC(=O)C2CCC(=O)N2C2CCCCC2)cc1 (stereo not drawn) | -3%
O=C(NC1(C(F)(F)F)N=C2SCCN2C1=O)c1ccccc1 (stereo not drawn) | -9%
Cc1ccc(OCC(=O)Nc2c(C)cccc2C(C)C)c(C(C)(C)C)c1 | 2%
CCOc1ccc(-c2cn[nH]c2N)cc1 | -10%
CCc1nc(SCC(=O)c2cccs2)c2oc3ccccc3c2n1 | -20%
CC1=NN(c2ccc(Cl)c(C(=O)O)c2)C(=O)/C1=C\c1ccc(-c2cccc([N+](=O)[O-])c2)o1 | 1%
O=C(O)C1CCCCC1C(=O)NCCC(c1ccccc1)c1ccccc1 (stereo not drawn) | -16%
N#CC1=C(N)C(C#N)(C#N)C2(CCC3(CC2)OCCO3)C2CC3(CC=C12)OCCO3 (stereo not drawn) | -8%
CCN1CCN(C(=S)c2ccc(OCC(=O)N3CCOCC3)cc2)CC1 | 12%
O=S(=O)(/N=C(/c1ccc(F)cc1)N1CCOCC1)c1ccccc1 | 2%
Cc1ccc(Cn2c(Cc3ccccc3)nc3ccccc32)cc1 | -8%
CCn1c(SCC(=O)c2ccc3ccccc3c2)nnc1-c1cccs1 | -10%
Cc1cc(NC(=O)CSc2nnc(-c3ccc(Cl)s3)o2)no1 | -8%
CCc1ccc(N2CC(C(=O)Nc3ccc([N+](=O)[O-])cc3)CC2=O)cc1 (stereo not drawn) | -13%
CNS(=O)(=O)c1cccc2cccnc12 | -12%
O=c1cc(O)nc(SCc2ccccc2)n1-c1ccc(F)cc1 | 5%
COc1ccc(N2C(=O)c3ccccc3NC2c2ccc(OC)c(OC)c2)cc1 (stereo not drawn) | 6%
O=C(OCCN1C(=O)CCC1=O)c1ccc(S(=O)(=O)N2CCCCC2)cc1 | -13%
CCOC(=O)C1CN(S(=O)(=O)c2ccccc2)c2cc(S(=O)(=O)CC)ccc2O1 (stereo not drawn) | -12%
CCN1C(=O)CSc2ccc(C(=O)NCCCN3CCOCC3)cc21 | 2%
COc1ccc(C2(O)CCN(C(=O)NC3CCCCC3)CC2)cc1 | -14%
CCOc1ccc(NC(=O)Cc2c(O)c3ccccc3[nH]c2=O)cc1 | -7%
C=CCn1c(Br)nc2c1c(=O)n(C)c(=O)n2C | -9%
CCOC(=O)c1ccc(N2NC(=O)/C(=C/c3cccc(I)c3)C2=O)cc1 | 15%
